CCHFV vOTU inh = CCHFV vOTU protease inhibitors, primary screen, biochemical, Pep-AMC substrate, fluorescence. Crimean-Congo hemorrhagic fever virus L polyprotein viral ovarian tumor (vOTU) protease …. inhibition, % at 11.5 µM. 370,000 tested, 0.55% active; in the data active = inhibition above about 30%; note: 0% = vehicle wells with enzyme and 100% = no enzyme wells
TcdB GH inh = TcdB glycohydrolase inhibitors, primary screen, biochemical, single point, plate reader; 350,000 tested, 0.24% active; AID 652162, 2013; inhibition, % at 9.99 µM; Toxin B (Clostridioides difficile), P18177; TcdB glycohydrolase enzymatic assay; in the data active = inhibition above about 10%
PfHsp40 yeast = rescue of yeast from PfHsp40 toxicity, primary screen, S. cerevisiae, ATP luminescence | growth rescue, % at 12.5 µM | S. cerevisiae expressing PfHsp40, growth rescue | 340,000 tested, 0.68% active; in the data active = growth rescue above about 28%, passing the limit was not always enough; inconclusive = no clear call, values can overlap the other calls;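 note: yeast W303a lacking pdr1 and pdr3 grown in galactose medium; growth measured after three days at 30 °C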
Anthrax LF prot = Bacillus anthracis LF protease inhibitors, primary screen, biochemical, multiplex microsphere, MLPCN library; Lethal factor (Bacillus anthracis), P15917; multiplex microsphere protease cleavage assay; inhibition, % at 10 µM; 360,000 tested, 0.12% active; AID 588501, 2011; note: plate controls were buffer without enzyme for full effect and enzyme alone for no effect
PriA SSB inh = inhibitors of Klebsiella pneumoniae PriA binding to SSB C-terminal tail, primary screen, biochemical, AlphaScreen; AID 1272365, 2023; AlphaScreen SSBct-PriA binding, biotinylated peptide; inhibition, % at 33 µM; 430,000 tested, 0.6% active; PriA–SSB C-terminal tail interaction (Klebsiella pneumoniae); in the data active = inhibition mostly above about 37%, no sharp cut-off; inactive = mostly below about 20%;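 note: plate controls were negative control peptide for no effect and reference peptide for full effect; strong numbers were not always called active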
Yp Topo-I inh = Yersinia pestis topoisomerase I inhibitors, primary screen, biochemical, cleavage product accumulation, plate reader, single point | Y. pestis Topo-I cleavage product accumulation | activity, % at 10 µM | 360,000 tested, 0.064% active | AID 504884, 2011; in the data active = activity above about 50%, passing the limit was not always enough; inconclusive = no clear call, values can overlap the other calls; note: inactives centre near 2
BH1578 lux ind = inducers of Vibrio cholerae quorum light production without autoinducers, primary screen, BH1578 luxS cqsA deficient, single point; V. cholerae BH1578 lux reporter, luminescence, 6 h; activation, % at 18.7 µM; 350,000 tested, 0.16% active; AID 588436, 2011; in the data active = activation mostly above about 9.7%, no sharp cut-off; inconclusive = no clear call, values can overlap the other calls; inactive = mostly below about 3.7%; note: not every result past the cut was called active; inactives centre near 0; reference of the scale not given here
BoNT A protease = BoNT/A light chain protease inhibitors, primary screen, biochemical, flow cytometry, MLPCN library | multiplex microsphere protease substrate cleavage | inhibition, % at 10 µM | Botulinum neurotoxin type A light chain protease (Clostridium botulinum A str. ATCC 3502) | AID 588499, 2011 | 360,000 tested, 0.17% active; note: plate controls were buffer without enzyme for full effect and enzyme alone for no effect
DUSP3 inh = VHR1 phosphatase inhibitors, primary screen, biochemical, absorbance, uHTS | recombinant VHR phosphatase, pNPP absorbance | Dual specificity protein phosphatase 3 (Homo sapiens), P51452 | inhibition, % at 13.3 µM | 290,000 tested, 0.52% active; in the data active = inhibition above about 50%; note: some compounds called inactive have numbers as strong as hits
3CLpro inhibitor = SARS-CoV 3CLpro protease inhibitors, primary screen, biochemical, quenched FRET | recombinant SARS-CoV 3CLpro, quenched FRET peptide cleavage | inhibition, % at 6 µM | 290,000 tested, 0.14% active; in the data active = inhibition above about 12%
Numbers without * were called inactive; i = inactive; ? = inconclusive; · = not tested or not shown. Cut-off read from the data, not from the text of the source, unless noted: active = inhibition above about 30%; inconclusive = no clear call, values can overlap the other calls; inactive = below that. The list is partial; rates above refer to the full screens.

SMILES	CCHFV vOTU inh	PriA SSB inh	PfHsp40 yeast	3CLpro inhibitor	Anthrax LF prot	TcdB GH inh	BH1578 lux ind	Yp Topo-I inh	BoNT A protease	DUSP3 inh
CCOC(=O)C1CCCN(S(=O)(=O)c2cc(OCC(N)=O)c(C)cc2Cl)C1 (stereo not drawn)	5.5	-4.9	-0.3	-7.8	-1.2	·	-0.2	5.5	-0.7	-4.0
COc1ccc(Cl)c(-c2cc(C(=O)NC(C)C)[nH]n2)c1	-8.7	·	·	·	-4.7	4.0	-0.7	0.6	-0.9	·
O=C(/C=C/c1ccc(-c2cccc([N+](=O)[O-])c2)o1)N1CCOCC1	10.4	-8.9	·	0.3	1.5	-0.1	-1.2	-3.0	0.2	0.9
Cn1c(O)c(C=NCCCCCC(=O)O)c(=O)n(C)c1=O	-1.4	-1.0	-0.2	·	-0.5	0.0	i	0.8	-0.6	·
Cc1ccc(C2CC2C(=O)NNC(=S)Nc2cccc(C)c2)cc1 (stereo not drawn)	-5.5	0.6	?	3.5	7.9	·	-0.4	2.7	-0.6	26.7
O=C1CCCCCN1CSc1nc2ccccc2s1	7.6	-4.5	-0.3	0.7	-3.3	·	i	-1.9	-0.1	1.8
CC(C)(C)OC(=O)N[C@@H](Cc1ccccc1)c1nnc(SCC(N)=O)o1	-8.6	-13.6	-1.0	-3.0	-17.7	3.0	-0.6	-4.0	-4.6	1.1
CCCn1c(CC)nc([N+](=O)[O-])c1Sc1ccc(C)cc1	2.1	-5.1	-0.7	5.9	-11.0	·	·	19.7	2.3	-7.0
Cn1nnnc1SCc1nnc(-c2ccc(Cl)cc2)o1	14.8	-4.3	-0.6	-1.4	2.2	·	-0.3	-4.5	0.4	0.2
C=CCn1c(SCC(=O)N2CCCC2)nc2c([nH]c3ccccc32)c1=O	13.4	-2.1	-0.8	-5.4	0.9	1.1	i	-6.7	2.3	20.8
CCN(CC)S(=O)(=O)c1ccc2[nH]c(=O)cc(C(=O)Nc3ccc(C)cc3)c2c1	1.9	-2.2	-0.7	2.0	-0.5	0.2	i	-0.3	1.8	36.4
O=C(Cc1ccc(Cl)cc1)NCC(=O)N1CCN(c2ccccc2)CC1	8.0	-9.4	-0.3	-3.1	-4.6	1.6	-0.1	4.4	-2.5	16.3
O=c1oc(-c2ccc(O)c(O)c2)cc2cc(O)cc(O)c12	3.8	-8.6	1.4	·	-11.9	1.8	-0.6	-23.5	-0.1	·
CC(C)c1ccc(NC(=O)C2CCN(c3ncnc4c3nc3n4CCCCC3)CC2)cc1	-1.8	-1.3	0.4	2.2	-1.4	1.0	i	-1.2	0.6	10.8
CCOc1ccc(CNC(=O)CCc2cn(Cc3ccccc3)c3ccccc23)cc1	2.5	-5.3	-0.3	3.1	-9.0	1.2	-0.4	16.4	-0.1	-7.3
CC(C)(C)C(C(=O)Oc1ccccc1)c1ccccc1 (stereo not drawn)	0.4	-25.3	-1.0	·	-4.2	0.0	-0.8	1.8	0.0	·
Cc1nnc2c3ccccc3ccn12	1.3	-9.9	-0.1	·	-6.3	0.6	i	4.7	-1.1	·
Cc1ccc(S(=O)(=O)CCC(=O)Nc2nc(C(C)(C)C)cs2)cc1	21.7	-3.1	0.0	1.5	-1.6	2.3	-0.4	-1.4	1.3	17.8
CN1N=C(C(F)(F)F)CC1=O	10.1	-2.6	0.1	2.8	-1.5	1.1	i	4.9	-0.1	20.2
c1csc(-c2ccnc3ncnn23)c1	-109.2	-10.6	1.4	3.3	-0.4	·	i	-0.9	0.5	-11.3
COc1ccc(CCNC(=O)CSc2nnc3ccc(-c4cccnc4)nn23)cc1	-2.8	-8.3	-0.1	-5.7	0.4	-0.1	i	7.9	-0.7	26.2
CC1CN(Cc2nc3c(c(=O)n(C)c(=O)n3C)n2CC(O)CO)CC(C)O1 (stereo not drawn)	-2.8	-12.7	-1.1	-0.6	-0.3	·	-0.2	-3.6	-1.8	21.9
CCOC(=O)/C(C#N)=C/c1c(N2CCN(c3ccccc3)CC2)nc2ccccn2c1=O	-12.5	21.7	0.4	0.9	2.1	3.0	i	41.3	-2.1	-1.6
COc1ccccc1N1CCN(C2CCCN(C(=O)c3cscn3)C2)CC1 (stereo not drawn)	5.7	-2.6	1.4	-2.8	-0.4	0.5	1.1	-7.2	0.6	5.3
O=C(COC(=O)c1ccc([N+](=O)[O-])o1)Nc1ccc2c(c1)OC(F)(F)O2	9.9	·	·	·	-2.2	2.8	-0.2	-7.7	-0.6	·
CCCNC(=O)N1CCN(Cc2ccco2)CC1	-15.9	-5.3	-0.9	1.3	-2.2	·	-0.5	-4.6	0.2	22.0
NC1=NC(=O)/C(=C/c2ccc(OCC(=O)O)cc2)S1	12.1	-4.4	-1.8	-1.2	-2.5	0.4	i	-1.5	0.3	8.8
Cn1c(CN2CCOCC2)nnc1SCc1ccc(C#N)cc1	-14.0	2.3	-1.3	-0.3	-4.5	1.5	i	-2.7	0.3	5.1
CC(=O)C1=C(c2ccccc2)NC(=S)NC1c1ccc(O)c(O)c1 (stereo not drawn)	-7.9	3.6	-0.8	1.3	-5.0	-2.2	-0.3	-2.8	-0.5	4.5
COc1ccc(-n2c(C)cc(=O)c3c2CC(C)(C)CC3=O)cc1	7.5	-16.4	-1.3	3.1	-5.7	·	-5.6	-7.2	0.0	27.0
Cc1ccc(-n2nnnc2SCC(=O)Nc2cccc(NC(=O)c3ccco3)c2)cc1C	13.8	10.5	-0.9	4.2	-1.1	·	i	8.8	0.5	15.1
Cc1cc(CCCCCCCCc2cc(C)cc(=O)o2)oc(=O)c1	-16.6	-6.0	0.6	-1.7	-0.8	·	-0.2	14.6	0.1	-1.7
Cc1ccc(Oc2ccc(OCC(=O)NC(CC(C)C)C(=O)O)cc2)cc1 (stereo not drawn)	-0.4	-10.6	-0.2	-2.4	-4.1	0.8	-0.5	9.6	-0.6	10.6
O=C(Nc1nc(-c2cc3ccccc3o2)cs1)c1ccc(S(=O)(=O)N2CCCC2)cc1	-13.1	-3.1	-0.7	-0.2	-1.2	0.7	0.8	0.6	0.2	1.0
CCCN1CCN(C(=O)c2ccc(Sc3ccc(C)cc3)c(NC(C)=O)c2)CC1	-8.2	-2.9	-0.2	-1.6	-0.1	0.5	-2.5	26.4	-3.6	9.9
CC1CCCN(C(=O)NC(=O)c2ccc(Cl)cc2)C1 (stereo not drawn)	-1.0	-20.3	-1.4	-3.9	-2.4	2.0	i	-2.5	1.5	6.2

Structures above with a cyano group:
SMILES	CCHFV vOTU inh	PriA SSB inh	PfHsp40 yeast	3CLpro inhibitor	Anthrax LF prot	TcdB GH inh	BH1578 lux ind	Yp Topo-I inh	BoNT A protease	DUSP3 inh
CCOC(=O)/C(C#N)=C/c1c(N2CCN(c3ccccc3)CC2)nc2ccccn2c1=O	-12.5	21.7	0.4	0.9	2.1	3.0	i	41.3	-2.1	-1.6
Cn1c(CN2CCOCC2)nnc1SCc1ccc(C#N)cc1	-14.0	2.3	-1.3	-0.3	-4.5	1.5	i	-2.7	0.3	5.1

(next part)
SMILES	CCHFV vOTU inh	PriA SSB inh	PfHsp40 yeast	3CLpro inhibitor	Anthrax LF prot	TcdB GH inh	BH1578 lux ind	Yp Topo-I inh	BoNT A protease	DUSP3 inh
Cc1ccc(NC(=S)N(CCCN2CCCC(C)C2)Cc2ccco2)cc1C (stereo not drawn)	-3.9	3.0	0.5	0.2	4.3	-0.2	-0.6	8.3	1.2	5.9
CCOc1ccc(-c2nnn(CC(=O)NCc3ccccc3)n2)cc1	13.2	-7.9	0.7	-0.2	-9.3	2.9	0.5	7.8	0.6	4.8
COC(=O)CSc1ccc2nnc(CCNS(=O)(=O)c3ccc(C)cc3)n2n1	-4.2	-11.7	-1.2	5.8	-3.1	3.3	-0.2	1.1	-0.6	16.1
Cc1sc2ncnc(SCC(=O)NNC(=O)c3ccco3)c2c1C	-10.2	-3.8	-0.2	-1.6	0.1	0.4	i	-7.8	0.2	4.7
CC(C)N(Cc1ccccc1)C(=S)Nc1ccc(F)cc1	4.7	3.5	1.6	-2.0	-7.0	-0.1	-0.9	-9.3	-5.3	29.7
Cc1ccsc1C1Nc2ccccc2C(=O)N1O (stereo not drawn)	-2.9	0.8	-0.3	-1.9	-1.0	0.7	-0.4	-4.2	-0.3	5.0
Cc1cc(C)c([C@@H]2C[C@H]3CN(C4CCCC4)C(=O)[C@]34CCCN24)c(-n2cccn2)c1	-3.8	-5.0	0.3	2.3	0.5	0.4	-0.4	16.5	-1.5	-11.7
COC(=O)Cn1c(CN(Cc2ccccc2)Cc2ccccc2)nc2c1c(=O)[nH]c(=O)n2C	-0.5	-9.7	-0.8	-0.7	0.1	1.1	-5.6	15.8	-0.9	12.8
O=C(Nc1ccc(S(=O)(=O)Nc2ccccn2)cc1)c1cccc(Cl)c1	12.2	-3.4	0.4	0.9	-4.3	-0.2	-2.2	-6.0	-1.9	-34.7
COc1cc(CC(=O)OCC(=O)c2ccc[nH]2)cc(OC)c1OC	-7.3	4.7	-1.9	·	-0.4	0.2	0.0	0.8	0.3	·
Cn1c(C(=O)N2CCN(C(=O)c3ccco3)CC2)cc2c(=O)n(C)c3ccccc3c21	0.2	0.4	-0.3	0.3	-5.5	1.1	-0.4	-1.6	-0.8	41.8
CCN(CC(=O)N1CCC(C(N)=O)CC1)S(=O)(=O)c1cc(Cl)ccc1Cl	1.8	5.3	-0.7	·	-4.7	5.1	i	-12.3	-0.4	·
O=C(COC(=O)C1COc2ccccc2O1)Nc1cccc(F)c1 (stereo not drawn)	10.0	1.8	-0.1	·	-4.5	-1.1	i	-2.9	-0.9	·
Cc1cc(-c2csc(NC(=O)c3ccc(C#N)cc3)n2)c(C)n1Cc1ccco1	12.5	1.5	0.2	-1.0	-2.2	-14.9	-0.2	8.9	1.9	1.3
CC(=O)c1cccc(NC(=O)C2Cc3c(-c4cccc(C(C)=O)c4)ccnc3O2)c1 (stereo not drawn)	11.4	·	·	·	8.1	-11.7	-0.3	18.8	0.1	·
CSc1ncccc1C(=O)Nc1cccc(S(=O)(=O)N2CCCCC2)c1	-11.5	-16.1	1.8	·	-5.9	0.8	i	8.9	0.8	·
COc1cc(OC)c(OC)cc1CN1CCN(C(=O)Cc2ccccc2)CC1	-9.5	-5.3	0.2	-0.3	-4.9	-1.4	-0.5	4.8	-0.8	3.5
COCCn1c(SCC(=O)Nc2ccccc2F)nc2c(c1=O)SCC2	-1.5	-14.0	-1.5	-1.4	-1.1	0.3	1.3	5.3	-1.8	-4.0
O=C(NCC1CCCO1)c1cc(Br)c(Br)s1 (stereo not drawn)	5.3	-22.7	-1.0	-7.4	3.3	0.8	-0.2	1.9	0.7	-13.9
O=C(Oc1cccc(C(=S)N2CCOCC2)c1)c1ccccc1	-1.0	-6.1	-0.2	1.1	-5.8	-0.1	-0.2	-0.5	-5.2	-2.6
